SENP8 block-1 = human SENP8 protease inhibitors, primary screen, biochemical, fluorescence, Nedd8 protein substrate, uHTS; Sentrin-specific protease 8 (Homo sapiens), Q96LD8; recombinant SENP8; AID 602440, 2012; actives 0.64% (n = 360,000); inhibition, % at 20 µM; in the data active = inhibition mostly above about 40%, no sharp cut-off; inactive = mostly below about 27%
SENP1 inh = human SENP1 catalytic domain inhibitors, primary screen, biochemical, FRET, uHTS. recombinant SENP1 catalytic domain, CyPet-SUMO1-YPet FRET cleavage. inhibition, % at 10 µM. actives 0.21% (n = 360,000). AID 624204, 2012;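 active = inhibition at least 30% at 10 µM, raw YFP signal under a set limit, fluorescence ratio 0.5 to 1.5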;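 also: 0% = enzyme with DMSO and 100% = no enzyme wells; some results filed as inactive read as strong as hits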
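Test system: recombinant human SENP1 catalytic domain, His6-tagged / Medium: pH 8 Tris buffer with EDTA, NaCl, BME, BSA, NP40, catalase / Also added: SUMO1 FRET substrate flanked by Cypet and Ypet, 25 nM / Times: 50 min reaction at room temperature / Signal: FRET, CFP and YFP emission / Control set: no-enzyme low control and enzyme-plus-DMSO high control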
UBC13 polyUb = UBC13 polyubiquitin chain formation inhibitors, primary screen, biochemical, TR-FRET, uHTS. Ubiquitin-conjugating enzyme E2 N (Homo sapiens), P61088. inhibition, % at 20 µM. actives 0.47% (n = 330,000). AID 485273, 2010; in the data active = inhibition above about 45%, passing the limit was not always enough
Target sequence (P61088 whole entry, looked up): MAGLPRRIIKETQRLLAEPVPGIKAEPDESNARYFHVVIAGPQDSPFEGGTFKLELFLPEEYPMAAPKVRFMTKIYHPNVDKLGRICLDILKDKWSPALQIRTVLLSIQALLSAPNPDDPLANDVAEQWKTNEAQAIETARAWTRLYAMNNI
SENP7 inh = SENP7 protease inhibitors, primary screen, biochemical, luminescence, uHTS. inhibition, % at 5 µM. recombinant SENP7, Z-RLRGG-aminoluciferin luminescence, 40 min. actives 1.5% (n = 330,000);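 active = inhibition above about 50% at the single test dose, limit read from the data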;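 also: plate controls were DMSO with enzyme for no effect and no enzyme buffer wells for full effect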
Target sequence (Q9BQF6 706-1050 limits assumed): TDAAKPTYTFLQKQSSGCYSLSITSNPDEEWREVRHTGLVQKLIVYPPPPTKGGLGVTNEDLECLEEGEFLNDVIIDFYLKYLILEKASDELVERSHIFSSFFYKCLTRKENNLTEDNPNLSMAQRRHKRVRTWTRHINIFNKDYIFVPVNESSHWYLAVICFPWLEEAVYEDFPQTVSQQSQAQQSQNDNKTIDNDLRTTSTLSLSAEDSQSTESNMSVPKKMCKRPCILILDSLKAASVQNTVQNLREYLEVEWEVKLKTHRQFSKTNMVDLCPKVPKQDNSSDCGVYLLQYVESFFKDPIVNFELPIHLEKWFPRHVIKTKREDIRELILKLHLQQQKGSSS
beta cell repl = inducers of MIN6 beta-cell proliferation, primary screen, ATP luminescence, uHTS | AID 2380, 2010 | MIN6 cells proliferation, ATPlite luminescence, 48 h; cells starved in 0.2% serum; 100% = growth in 10% serum | proliferation, % at 10 µM | actives 0.29% (n = 330,000);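 active = compounds whose signal lies at least 3.5 SD above the mean of all wells on their plate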;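 also: 0% = DMSO-treated cells in low-serum medium and 100% = 10% serum control; some compounds called inactive have numbers as strong as hits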
SENP8 block-2 = SENP8 protease inhibitors, primary screen, biochemical, luminescence. Sentrin-specific protease 8 (Homo sapiens), Q96LD8. purified SENP8, Z-RLRGG-aminoluciferin cleavage. inhibition, % at 10 µM. actives 1.2% (n = 330,000). AID 2540, 2010; in the data active = inhibition above about 50%
PfG6PD inh = PfG6PD enzyme inhibitors, primary screen, biochemical, fluorescence intensity, uHTS. PfGluPho enzyme, NADPH resazurin-diaphorase fluorescence. inhibition, % at 20 µM. actives 0.78% (n = 350,000). glucose-6-phosphate dehydrogenase-6-phosphogluconolactonase (Plasmodium falciparum 3D7). AID 504690, 2011;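 active = inhibition reaching at least a set limit at 20 µM in the primary screen, cut at about 59% in these data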;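 also: 0% = DMSO wells with substrate and 100% = DMSO wells lacking glucose-6-phosphate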
HKDC1 inh = HKDC1 hexokinase inhibitors, primary screen, biochemical, fluorescence, uHTS; Q2TB90; recombinant HKDC1, G6PDH/diaphorase resazurin coupled fluorescence; inhibition, % at 20 µM; actives 0.16% (n = 340,000); AID 493160, 2011;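 active = inhibition above about 35% when tested at 20 µM, limit read from the data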;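 also: plate controls were DMSO wells with enzyme for no effect and DMSO wells lacking enzyme for full effect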
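System: Recombinant HKDC1 hexokinase | Amount: HKDC1 at 5 µg/mL | Reagent: Glucose with 1 mM ATP | Doses: Single 20 µM dose | Incubation: Reaction time 90 min, room temperature, protected from light | Signal: Coupled resazurin fluorescence, excitation 525 nm, emission 613 nm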
SENP6 inh = SENP6 protease inhibitors, primary screen, biochemical, luminescence, uHTS; Sentrin-specific protease 6 (Homo sapiens), Q9GZR1; Recombinant SENP6 catalytic domain, aminoluciferin luminescence; inhibition, % at 10 µM; actives 1.8% (n = 330,000);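 active = inhibition above about 50% at the single tested dose, limit read from the data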;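 also: plate controls were DMSO wells with enzyme for no effect and DMSO wells lacking enzyme for full effect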
Target sequence (Q9GZR1 628-1112 limits assumed): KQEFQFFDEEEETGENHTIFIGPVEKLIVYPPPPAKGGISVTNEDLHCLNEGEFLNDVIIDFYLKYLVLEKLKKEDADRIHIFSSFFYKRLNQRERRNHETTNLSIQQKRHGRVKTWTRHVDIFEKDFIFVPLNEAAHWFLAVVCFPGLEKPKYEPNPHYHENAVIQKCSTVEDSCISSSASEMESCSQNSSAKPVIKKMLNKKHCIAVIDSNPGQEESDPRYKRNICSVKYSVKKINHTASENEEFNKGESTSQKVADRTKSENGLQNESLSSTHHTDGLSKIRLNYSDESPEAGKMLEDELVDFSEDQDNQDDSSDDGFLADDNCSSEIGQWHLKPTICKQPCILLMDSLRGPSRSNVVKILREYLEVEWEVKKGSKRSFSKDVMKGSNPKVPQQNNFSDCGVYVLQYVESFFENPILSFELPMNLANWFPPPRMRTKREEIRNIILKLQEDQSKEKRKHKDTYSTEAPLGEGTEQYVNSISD
The depositor's hits bear a star; . = not tested or not shown.

# | molecule | SENP8 block-1 | SENP1 inh | UBC13 polyUb | SENP7 inh | beta cell repl | SENP8 block-2 | PfG6PD inh | HKDC1 inh | SENP6 inh
1 | COc1ccc(C(=O)/C=C2\NCCc3cc(OC)c(OC)cc32)cc1OC | -244 | -112 | -7 | -1 | -4 | -8 | -10 | 2 | -4
2 | O=c1c2ccccc2nc2n1CCS2(=O)=O | 8 | 0 | -1 | 10 | -2 | -1 | 9 | 0 | -20
3 | O=C(NNC(=O)c1ccncc1)Nc1cccc([N+](=O)[O-])c1 | 10 | 0 | -16 | -5 | -2 | -5 | -20 | 3 | -13
4 | CCCCCCCc1n[nH]c(=S)n1Cc1ccccc1 | 10 | 0 | 0 | -2 | 2 | -4 | 20 | 4 | -7
5 | CCc1nc2cc(Cl)c(Cl)cc2[nH]1 | 8 | 2 | 8 | -1 | -3 | -9 | 3 | -9 | -4
6 | CCOc1ccc(NC(=O)CN2CCN(CC(=O)Nc3ccc4c(c3)OCO4)CC2)cc1 | 21 | 0 | 6 | -8 | -2 | 1 | -14 | -9 | -19
7 | COc1cc2nc(C3CCC3)n(NC(=O)c3ccco3)c(=O)c2cc1OC | -2 | 6 | 16 | 4 | 2 | -6 | 1 | 0 | 0
8 | CCc1ccc(CNCc2ccc(F)cc2)cc1 | 22 | 1 | 3 | -1 | 0 | -6 | 4 | -3 | 1
9 | CC(=O)c1ccc(NC(=O)CSc2ccsc2[N+](=O)[O-])cc1 | 16 | -1 | . | . | . | . | -14 | -4 | .
10 | CCCOC(=O)Nc1ccc(C(N)=O)cc1 | 12 | -1 | -1 | 2 | 0 | -7 | -21 | 1 | 3
11 | COc1cccc(NC(=O)N2CCN(S(C)(=O)=O)CC2)c1 | 7 | 0 | 0 | -3 | 1 | 2 | -16 | -12 | 5
12 | CC(=O)c1cc2c(cc1NC(=O)CN1CCCCCC1)OCO2 | -26 | 1 | 6 | 3 | 3 | 7 | -5 | 1 | 4
13 | CC(C)NC(=O)c1ccc2c(=O)n(C3CCCC3)c(=S)[nH]c2c1 | 27 | 0 | -14 | -9 | -1 | -11 | 3 | -3 | -7
14 | Cc1nn(CC(=O)NC(C)C)c(C)c1[N+](=O)[O-] | 2 | 1 | 3 | 3 | -1 | -1 | 2 | -2 | -6
15 | COc1cccc(CNC(=O)CCS(=O)(=O)c2ccc3c(c2)NC(=O)CS3)c1 | 3 | 1 | 1 | -6 | -1 | 1 | 2 | -4 | 4
16 | O=C(CCl)N1c2ccccc2Sc2c1ccc1ccccc21 | -22 | 22 | . | . | . | . | 23 | 44* | .
17 | O=C(c1ccc(Cl)cc1)[C@@H]1[C@@H]2C(=O)N(c3cccc4ccccc34)C(=O)[C@@H]2C2c3ccccc3C=NN21 (stereo partly drawn) | 27 | 15 | 9 | 13 | -1 | 10 | -5 | 0 | 0
18 | O=C(CSc1nnnn1-c1cccc(F)c1)NC1CC1 | 17 | 1 | 8 | 0 | -4 | 14 | -17 | -13 | 0
19 | COc1cccc(NC(=O)C(=O)NCCCN2CCCC2=O)c1 | 14 | -1 | -2 | -3 | -2 | 6 | 10 | -2 | 0
20 | CC(=O)c1ccc(O)c(CC=C(C)C)c1 | -11 | 0 | 4 | 5 | -2 | -6 | 4 | -4 | 2
21 | CCOc1ccccc1N1CC(C(=O)N2CCc3ccccc3C2)CC1=O (stereo not drawn) | . | . | -4 | 5 | -4 | -1 | -15 | -6 | -2
22 | Cc1ccc2c(c1)cc(C(=O)N[C@@H](Cc1ccccc1)C(=O)O)n2C | -29 | -2 | 0 | 1 | 4 | 0 | -26 | 6 | 2
23 | O=C(CN(c1ccccn1)S(=O)(=O)c1ccc(F)cc1)Nc1ccc(F)cc1F | -357 | 0 | 14 | -5 | 2 | 8 | -7 | -2 | 8
24 | COc1ccc(OC)c(C2=C/C(=C/c3ccccn3)C(=O)O2)c1 | -177 | -26 | -15 | 2 | 0 | 0 | 15 | -15 | 3
25 | CCC(Cc1ccccc1)NC(=O)c1ccc2nc(N3CCOCC3)sc2c1 (stereo not drawn) | 10 | 1 | -8 | 12 | 0 | -14 | -8 | -1 | 2
26 | O=C(CC(=O)c1ccccc1)CS(=O)(=O)c1ccccc1 | 8 | 2 | . | . | . | . | 5 | -7 | .
27 | Cc1ccc(NC(=O)Cn2nnc(-c3ccc4c(c3)OCO4)n2)cc1F | 7 | -2 | -5 | -2 | 0 | 5 | 19 | -1 | -26
28 | O=C(C1CCCN(S(=O)(=O)c2ccccc2)C1)N1CCCc2ccccc21 (stereo not drawn) | 20 | 1 | 6 | 8 | 0 | 3 | -6 | 0 | -7
29 | O=C1c2[nH]nc(-c3ccccc3O)c2C(c2ccccc2)N1Cc1ccco1 (stereo not drawn) | 7 | -1 | 13 | 6 | -4 | -7 | -7 | 4 | -10
30 | CC(C)(C)c1nnc2sc(SCC(=O)N3CCCc4ccccc43)nn2c1=O | 15 | -6 | -9 | -10 | -2 | -8 | 0 | -3 | -18
31 | COc1ccc2c(c1)c(=O)cc(-c1ccccc1)n2C | -309 | 3 | -3 | 8 | 4 | -2 | 20 | 4 | -6
32 | Cc1nn(C)c(C(=O)N2CCN(C(=O)c3ccco3)CC2)c1[N+](=O)[O-] | 11 | 2 | -2 | 0 | -1 | -3 | -17 | 4 | -13
33 | COc1ccc(-c2cc3nc4c(c(N5CCC6(CC5)OCCO6)n3n2)CCC4)cc1 | -341 | -10 | 6 | 6 | 0 | -2 | 37 | 5 | 1
34 | COc1ccc(CC(=O)Nc2ccc(C(=O)NCC(C)C)cc2)cc1 | 10 | 7 | -6 | 1 | -1 | 3 | -5 | -3 | 2
35 | C=CCN1C(=O)C2(OCCCO2)c2cc(CCCC)ccc21 | 10 | 1 | -1 | 2 | -1 | 10 | 7 | 0 | 5
36 | O=C(O)c1c(Cl)cccc1Nc1ccccc1 | 4 | -1 | . | . | . | . | -18 | -1 | .
37 | O=C(COc1cccnc1[N+](=O)[O-])Nc1c(Cl)cccc1Cl | 3 | -2 | -18 | -1 | 0 | -13 | 2 | -4 | 8
38 | Cc1ccc(C(=O)NN2C(=O)C3C4C=CC([C@@H]3C2=O)C42CC2)cc1 (stereo partly drawn) | 14 | -1 | 0 | -1 | 0 | 1 | -17 | -1 | 6
39 | Cc1nc2cc(C(=O)OCC(=O)Nc3cccc(Cl)c3)ccc2n1-c1ccccc1 | -186 | -2 | 0 | 2 | -3 | -3 | 0 | -1 | -7
40 | CC1(C)CC(=O)C2=C(C1)OC(c1cccs1)C(C#N)=C2N (stereo not drawn) | 7 | 2 | 4 | -2 | -2 | -2 | 16 | -8 | 0

Arranged by the number under SENP1 inh (lowest first): three from the list above
# | structure | SENP1 inh | UBC13 polyUb | SENP7 inh | PfG6PD inh | HKDC1 inh | SENP6 inh
3 | O=C(NNC(=O)c1ccncc1)Nc1cccc([N+](=O)[O-])c1 | 0 | -16 | -5 | -20 | 3 | -13
18 | O=C(CSc1nnnn1-c1cccc(F)c1)NC1CC1 | 1 | 8 | 0 | -17 | -13 | 0
40 | CC1(C)CC(=O)C2=C(C1)OC(c1cccs1)C(C#N)=C2N (stereo not drawn) | 2 | 4 | -2 | 16 | -8 | 0

Quoted at random: four entries already listed, in no set order.
# | molecule | SENP8 block-1 | SENP1 inh | UBC13 polyUb | SENP7 inh | beta cell repl | SENP8 block-2 | PfG6PD inh | HKDC1 inh | SENP6 inh
37 | O=C(COc1cccnc1[N+](=O)[O-])Nc1c(Cl)cccc1Cl | 3 | -2 | -18 | -1 | 0 | -13 | 2 | -4 | 8
39 | Cc1nc2cc(C(=O)OCC(=O)Nc3cccc(Cl)c3)ccc2n1-c1ccccc1 | -186 | -2 | 0 | 2 | -3 | -3 | 0 | -1 | -7
30 | CC(C)(C)c1nnc2sc(SCC(=O)N3CCCc4ccccc43)nn2c1=O | 15 | -6 | -9 | -10 | -2 | -8 | 0 | -3 | -18
35 | C=CCN1C(=O)C2(OCCCO2)c2cc(CCCC)ccc21 | 10 | 1 | -1 | 2 | -1 | 10 | 7 | 0 | 5

Additional structures:
# | molecule | SENP8 block-1 | SENP1 inh | UBC13 polyUb | SENP7 inh | beta cell repl | SENP8 block-2 | PfG6PD inh | HKDC1 inh | SENP6 inh
41 | COc1ccc(CN=Nc2cc(C)nc(NS(=O)(=O)c3ccccc3Cl)n2)cc1 | . | . | -6 | 3 | -1 | 2 | . | . | 20
42 | CN1C(=O)/C(=C/c2ccc(OCc3ccccc3F)cc2)N(C)C1=S | -35 | -117 | 0 | -4 | -4 | -16 | 16 | -1 | 3
43 | O=C(O)C1CC(O)CN1C(=S)Nc1ccccc1 (stereo not drawn) | 9 | 0 | 11 | -8 | 1 | -9 | -1 | 9 | -8
44 | O=C(CSc1nc2ccc(NC(=O)c3ccccc3C(=O)O)cc2s1)Nc1c(Cl)cccc1Cl | -8 | 1 | -7 | 3 | -2 | 3 | -2 | 7 | -19
45 | COc1ccc(NC(=O)NCCCCc2ccccc2)cc1 | 11 | 0 | 3 | 7 | -2 | -6 | 8 | 0 | -5
46 | COc1ccccc1C(=O)NC(CCSC)C(=O)NNC(=O)c1ccccc1O (stereo not drawn) | -192 | 1 | -3 | 2 | -4 | -2 | -61 | -12 | -5
47 | N#CCSc1nnc(-c2ccccc2O)n1CCc1ccccc1 | 14 | 1 | 6 | -2 | -1 | -1 | -5 | -2 | -8
48 | Cc1cc(C)c(C#N)c(SCC(=O)c2ccccc2)n1 | 17 | -17 | 4 | 11 | 1 | -1 | 27 | -5 | -9
49 | c1ccc(CN2CCN(c3nc(NCc4ccco4)c4ccccc4n3)CC2)cc1 | -251 | -19 | 22 | 2 | -5 | -1 | 27 | -1 | -6
50 | CCN(CCO)Cc1csc2ccccc12 | 11 | 2 | -2 | 6 | 0 | 0 | -5 | -7 | 3
51 | CC(C)(C)OC(=O)C[C@@H]1C/C=C\C[C@@H](CC(=O)N(CCO)Cc2ccccc2)C(=O)NC[C@@H](c2ccccc2)OC1=O | -2 | 3 | 3 | 12 | 0 | 1 | -4 | -4 | -7

Record cards, as listed above. Values in the order: SENP8 block-1, SENP1 inh, UBC13 polyUb, SENP7 inh, beta cell repl, SENP8 block-2, PfG6PD inh, HKDC1 inh, SENP6 inh
CN1C(=O)/C(=C/c2ccc(OCc3ccccc3F)cc2)N(C)C1=S in the list: -35, -117, 0, -4, -4, -16, 16, -1, 3
c1ccc(CN2CCN(c3nc(NCc4ccco4)c4ccccc4n3)CC2)cc1 in the list: -251, -19, 22, 2, -5, -1, 27, -1, -6

Single values from the results shown:
Value for compound 22 under beta cell repl: 4
Value for compound 48 under beta cell repl: 1
Value for compound 30 under UBC13 polyUb: -9
Value for compound 37 under SENP8 block-1: 3
